PPC-1+TRAIL kill: compounds killing PPC-1 cancer cells with TRAIL present, primary screen, TRAIL potentiator project, ATPLite luminescence, uHTS; PPC-1 cells + TRAIL, ATPLite viability luminescence; 0.41% of 220,000 active; cell killing (% activity), % at 4 µM;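 active = cell killing above 50% in the first pass at 4 µM, then a duplicate retest at 5 µM averaging 50% or more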;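 note: plate controls were cells with TRAIL plus DMSO for no effect and medium-only wells lacking cells for full effect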
EP2 antag: human EP2 receptor antagonists, primary screen, TR-FRET cAMP, C6 glioma cells | Prostaglandin E2 receptor EP2 subtype (Homo sapiens), P43116 | C6 glioma cells expressing human EP2; cells stimulated with saturating PGE2 | inhibition, % at 25 µM | 0.52% of 260,000 active;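 active = percent inhibition above 40 after rounding to a whole number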;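 note: rat C6 glioma host cells with rolipram phosphodiesterase inhibitor present; the protocol text gives 20 µM as final concentration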
Target sequence (P43116 whole entry, looked up): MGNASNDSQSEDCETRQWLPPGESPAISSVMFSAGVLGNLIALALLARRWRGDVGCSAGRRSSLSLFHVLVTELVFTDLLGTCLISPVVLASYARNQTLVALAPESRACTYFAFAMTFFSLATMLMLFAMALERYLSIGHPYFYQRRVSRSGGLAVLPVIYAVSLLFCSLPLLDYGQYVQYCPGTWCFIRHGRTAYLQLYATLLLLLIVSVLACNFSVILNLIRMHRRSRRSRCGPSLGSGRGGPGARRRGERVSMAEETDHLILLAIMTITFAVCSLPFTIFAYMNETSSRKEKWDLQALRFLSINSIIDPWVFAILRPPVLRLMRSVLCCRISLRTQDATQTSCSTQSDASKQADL
* = called active by the depositor; . = no result given. Some of the compounds tested; the hit share may differ from the screen's.

SMILES	PPC-1+TRAIL kill	EP2 antag
CC(=O)[C@@]1(O)CCC2C3CCC4=CC(=O)CC[C@]4(C)C3CC[C@@]21C (some centres not stated)	.	11
Cc1cc2c(cc3c(=O)n(CC(=O)N(C4CCCCC4)C4CCCCC4)nc(C)n32)o1	.	10
O=C(Nc1ccc2c(c1)OCO2)C1CCN(c2ccc(S(=O)(=O)N3CCCC3)cc2)CC1	.	12
COc1cc(C(=O)Nc2ccc(C(=O)Nc3nccs3)cc2)cc(OC)c1OC	.	10
CCOC(=O)c1ccc(NC(=O)CSc2nc3cc4c(cc3cc2C#N)OCCO4)cc1	.	15
CCn1c(CNc2cccc(Cl)c2)nnc1SCC(=O)Nc1cc(Cl)ccc1OC	.	9
CCc1nnc(NC(=O)C(=O)NCCO)s1	.	6
CCC(CN1CCCCC1)NC(=O)C1(c2ccccc2)CCOCC1 (configuration not stated)	.	0
O=C(Nc1ncc(C(F)(F)F)cc1Cl)c1cccc(I)c1	.	8
O=C(Cn1c2[n+](c3ccccc31)CC(O)CS2)N1CCCCC1 (configuration not stated)	.	11
COc1c(F)cc2[nH]c3c(c2c1F)CCNC3=O	.	10
O=C(O)C(=Cc1ccc(-c2cccc(C(F)(F)F)c2)o1)C(=O)O	.	7
C[N+]1(CCCC[N+]2(C)CCCCCCC2)CCCCCCC1	.	46*
O=C1NC2(CCN(C(=O)C3(c4ccc(Cl)cc4)CC3)CC2)Oc2ccccc21	.	7
O=C(COC(=O)c1cccs1)Nc1cccc2ccccc12	.	8
Cc1cc2ccccc2n2c(=O)n(CCNC(=O)c3c(Cl)cnn3C)nc12	.	6
Cc1nc2ncnn2c(Nc2cccc(Cl)c2C)c1C	.	12
O=C(Cn1ncc2ccccc2c1=O)N1CCC(c2ccncc2)CC1	.	7
CCn1c(C)cc2cc(NS(=O)(=O)c3cn(C)nc3C)ccc21	.	8
CSc1ncc(C(=O)Nc2ccc3[nH]c4c(c3c2)CCCC4)cn1	.	13
CC(NC(=O)COc1ncnc2ccccc12)c1ccc2c(c1)CCC2 (configuration not stated)	.	6
O=C(CN1C(=O)[C@H]2CCCN2C(=O)c2ccccc21)NCCc1ccccc1	.	5
Cc1ccc(Cl)cc1NC(=O)CSc1nnc2c(n1)[nH]c1ccc(F)cc12	.	14
COc1cc(OC)cc(C(=O)Nc2nc3ccc(F)cc3s2)c1	.	6
COc1ccc(NC(=O)CSc2nnnn2-c2ccc(C)cc2)c(OC)c1	.	7
CCOC(=O)c1c(C(F)(F)F)cc(-c2ccccc2)nc1C	.	14
CC1CCCCN1C(=O)Cn1c(=O)n(C)c2ncccc21 (configuration not stated)	.	11
Fc1cccc(CN(CCCn2ccnc2)Cc2ccnc3ccccc23)c1	.	7
CCn1c(CSc2nc(C)cc(C)n2)nnc1SCC(=O)Nc1cccc(C(F)(F)F)c1	.	10
O=C(Cc1ccccc1F)NC1(c2ccc3c(c2)OCO3)CCCC1	.	7

Some of the entries so far, with values under each structure:
Under each structure: PPC-1+TRAIL kill, EP2 antag
Cc1ccc(Cl)cc1NC(=O)CSc1nnc2c(n1)[nH]c1ccc(F)cc12
 : ., 14
CCC(CN1CCCCC1)NC(=O)C1(c2ccccc2)CCOCC1 (configuration not stated)
 : ., 0

Next records:
SMILES	PPC-1+TRAIL kill	EP2 antag
COCCCn1c(=N)c(C(=O)NCCc2ccccc2)cc2c(=O)n3cc(C)ccc3nc21	.	6
Cc1csc(NC(=O)CSc2nccc(-c3ccccc3)n2)n1	.	21
COc1ccc2[nH]c(=O)c(CN(Cc3ccc(C)cc3)C(=O)NC3CCCCC3)cc2c1	.	17
CCOCc1nnc(NC(=O)c2cc(Cl)ccc2Cl)s1	.	11
O=C(c1ccco1)N1CCCC(c2nc3sc4c(c3c(=O)[nH]2)CCCC4)C1 (configuration not stated)	.	8
CCn1c(CNc2ccccc2Cl)n[nH]c1=S	.	7
Cc1ccc(NC(=O)c2cccs2)cc1NC(=O)c1cc2c(C)nn(-c3ccccc3)c2s1	.	13
Cc1ccn(CCNC(=O)CN2C(=O)COc3ccc(C(C)(C)C)cc32)n1	.	9
Cc1ccc2[nH]c(=O)c(C(c3nnnn3CC3CCCO3)N3CCc4ccccc43)cc2c1 (configuration not stated)	.	10
CC(=O)c1cccc(NS(=O)(=O)c2ccc3c(c2)OCCO3)c1	.	5
O=C(NCc1ccncc1)C(=O)NCc1cccnc1	.	11
CCC1CCCCN1C(=O)Nc1ccc(Cl)cc1 (configuration not stated)	.	8
Cc1csc(NC(C)C)n1	.	6
N#Cc1ccc(NC(=O)c2ccco2)cc1	.	8
COc1cc2cc(C#N)c(SCC(=O)N3CCN(c4ccccc4)CC3)nc2cc1OC	.	8
CCN(CC)C(=O)c1cc(-c2ccccc2)on1	.	7
COc1ccccc1CCC(=O)NC1CCCc2c1cnn2-c1ccc(F)cc1 (configuration not stated)	.	14
CCNC(=O)CSc1nc2cc(OC)c(OC)cc2c(=O)n1CCC1=CCCCC1	6	.
COc1ccc2c(=O)c3c(=O)n(Cc4ccco4)c(C4CCCCC4)nc3oc2c1	-6	.
COc1cc(OC)c(-c2nn3c(-c4cccnc4)nnc3s2)cc1OC	11	.
O=c1c2c3nc4ccccc4nc3n(-c3ccc4c(c3)OCCO4)c2ncn1CC1CCCO1 (configuration not stated)	12	.
Cc1cc(NC(=O)c2cc3nc4c(c(C(F)(F)F)n3n2)CCc2ccccc2-4)no1	18	.
COc1ccc(N2CCn3c2nc2c3c(=O)n(CCCc3ccccc3)c(=O)n2C)cc1	3	.
O=C(N=c1nc2ccccn2s1)c1ccccc1	84*	.
CCCCCn1c2nc3ccccc3nc2c2c(=O)n(CC3CCCO3)c(C)nc21 (configuration not stated)	7	.
COc1ccc(C)cc1NC(=O)c1cnc2sccn2c1=O	22	.
CCOc1ncccc1C(=O)OCC(=O)Nc1cc(C(=O)OC)ccc1C(=O)OC	4	.
Cc1nc(NC2=NCN(CCc3ccccc3)CN2)nc2ccccc12	25	.
CCN(CC)CCCN1C(=O)C(=O)/C(=C(/O)c2ccc3c(c2)CC(C)O3)C1c1cccnc1 (configuration not stated)	-7	.
Cn1c(=O)c2cnc(N3CCOCC3)nc2n(C)c1=O	2	.
CC(C)CCn1c(=O)c2ccccc2n2c(COC(=O)c3ccc(S(=O)(=O)N(C)C)cc3)nnc12	2	.
CCCCn1c2nc3ccccc3nc2c2c(=N)oc(C)nc21	-26	.
O=S(=O)(c1ccc(S(=O)(=O)N2CCN(C3CCCCC3)CC2)cc1)N1CCCCCC1	-3	.
CCc1c(C)nc2ncnn2c1N1CCC(C(=O)N2CCN(c3ccccc3)CC2)CC1	-2	.
CCn1c(SCC(=O)c2cc(OC)ccc2OC)nc2c1c(=O)n(C)c(=O)n2C	15	.
Clc1ccc(-c2nnc3sc(-c4ccco4)nn23)c(Cl)c1	-1	.
CSc1nnc2n(C3CCCCC3)c(=O)c3c4c(sc3n12)CCCC4	-7	.
Cn1c(=O)c2c(nc(Br)n2Cc2c(F)cccc2Cl)n(C)c1=O	4	.
Nc1c(C(=O)NC2CCCCC2)c2nc3ccccc3nc2n1/N=C/c1ccco1	-2	.
CN1C(=O)c2oc3ccc(Br)cc3c(=O)c2C1c1ccncc1 (configuration not stated)	2	.
COc1cc2cc(C)c3nnc(SCC(N)=O)n3c2cc1OC	8	.
COc1cc2nc(CN(C)CC(=O)Nc3ccc(N4CCOCC4)cc3)[nH]c(=O)c2cc1OC	8	.
O=C(N1CCCC1)N1CCN(c2ncnc3c(-c4ccc(Cl)cc4)nsc23)CC1	16	.
Cc1oc(-c2ccc(Cl)cc2)cc1-c1nn2c(-c3ccco3)nnc2s1	13	.
Cc1nc(NC2=NCN(Cc3ccc4c(c3)OCO4)CN2)nc2ccccc12	11	.

Part of the list above in order of molar mass, lowest first:
SMILES	PPC-1+TRAIL kill	EP2 antag
COc1c(F)cc2[nH]c3c(c2c1F)CCNC3=O	.	10
O=C(NCc1ccncc1)C(=O)NCc1cccnc1	.	11
CCCCn1c2nc3ccccc3nc2c2c(=N)oc(C)nc21	-26	.
CCn1c(C)cc2cc(NS(=O)(=O)c3cn(C)nc3C)ccc21	.	8

Next section.
SMILES	PPC-1+TRAIL kill	EP2 antag
CCC(CC)C(=O)NCCc1cc2ccc(C)c(C)c2[nH]c1=O	12	.
N#Cc1c2c(c(N3CCN(CCO)CC3)n3c1nc1ccccc13)CCCC2	20	.
CCCOc1cccc(C2/C(=C(/O)c3ccncc3)C(=O)C(=O)N2CCCN(C)C)c1 (configuration not stated)	26	.
CCCCNC(=O)c1cc2c(=O)n3cccc(C)c3nc2n1C	2	.
CC1=C(C(=O)OC(C)C)C(/C=C/c2ccccc2)NC(=O)N1 (configuration not stated)	7	.
COC(=O)c1cc(Br)c(=O)n(-c2ccc(C(C)=O)cc2)c1	-5	.
CCOC(=O)C1=C(N)n2c(s/c(=C\c3cccnc3)c2=O)=C(C(=O)OCC)C1c1cccnc1 (configuration not stated)	-22	.
Cc1nc2c(c(=O)n1Cc1ccccc1Cl)c1nc3ccccc3nc1n2Cc1ccco1	18	.
Cc1ccccc1-c1nnc2s/c(=C\c3ccc(N(C)C)cc3)c(=O)n12	-7	.
COc1nc2cc(C)ccc2cc1-c1noc(-c2cccnc2)n1	10	.
O=C(c1ccc(S(=O)(=O)N2CCC(c3nc4ccccc4s3)CC2)cc1)N1CCOCC1	6	.
CCn1c(SCc2nnc(-c3ccccc3)o2)nc2c1c(=O)n(C)c(=O)n2C	18	.
O=C1C(=O)N(CCCn2ccnc2)C(c2ccccn2)/C1=C(/O)c1ccccc1 (configuration not stated)	-12	.
O=c1n(Cc2ccccc2Cl)c2sc3c(c2c2ncnn12)CCCC3	6	.
CCn1c(=N)c(C(=O)NCc2cccnc2)cc2c(=O)n3cccc(C)c3nc21	9	.

No new results follow: entries from further up.
SMILES	PPC-1+TRAIL kill	EP2 antag
O=C(c1ccc(S(=O)(=O)N2CCC(c3nc4ccccc4s3)CC2)cc1)N1CCOCC1	6	.
CCn1c(SCc2nnc(-c3ccccc3)o2)nc2c1c(=O)n(C)c(=O)n2C	18	.
O=C1C(=O)N(CCCn2ccnc2)C(c2ccccn2)/C1=C(/O)c1ccccc1 (configuration not stated)	-12	.
O=c1n(Cc2ccccc2Cl)c2sc3c(c2c2ncnn12)CCCC3	6	.
CCn1c(=N)c(C(=O)NCc2cccnc2)cc2c(=O)n3cccc(C)c3nc21	9	.

(more compounds)
SMILES	PPC-1+TRAIL kill	EP2 antag
CN(C)CCCN1C(=O)C(=O)/C(=C(/O)c2ccccc2)C1c1ccccn1 (configuration not stated)	-13	.
CCn1cc(C(=O)O)c(=O)c2cnc(N3CCN(C(=O)Nc4cccc5ccccc45)CC3)nc21	-6	.
Cn1c(=O)n(CCN2CCOCC2)c(=O)c2c1nc1n2CCN1c1ccc(Oc2ccccc2)cc1	2	.
COc1ccc(CCN(Cc2cc3cc4c(cc3[nH]c2=O)OCO4)C(C)=O)cc1OC	5	.
N#CC(c1nc2ccccc2nc1N1CCCCC1)S(=O)(=O)c1ccc(Cl)cc1 (configuration not stated)	-8	.
COc1ccc(N2CCCn3c2nc2c3c(=O)n(Cc3ccccc3F)c(=O)n2C)cc1	8	.
Cc1nnc2c3cnn(-c4ccc(Cl)cc4)c3ncn12	1	.
COc1ccc(NC(=O)Cc2nn(C)c(=O)c3ccccc23)c2ncccc12	16	.
Cn1c(=O)c2c(nc(Oc3ccccn3)n2C)n(C)c1=O	12	.
CCCn1c(=O)c2ccccc2n2c(SCC(=O)c3ccc(F)cc3)nnc12	27	.
Clc1ccc(-c2nn3c(-c4cccc(Cl)c4)nnc3s2)cc1	23	.
O=C(c1ccc2nc(N3CCCCC3)sc2c1)N1CCN(c2ccccn2)CC1	9	.
O=c1c2ccccc2oc2nc(-c3ccco3)n(CCc3ccccc3)c(=O)c12	28	.
CCOC(=O)c1sc(NC(=O)C2CCCO2)c(C(=O)OCC)c1C (configuration not stated)	40	.
Cc1cc(NC(=O)CN2CC3CC(C2)c2cccc(=O)n2C3)nc2c1c(=O)oc1ccccc12 (configuration not stated)	-6	.
CCCn1c(SCC(=O)Nc2nnc(CC)s2)nc2c1c(=O)n(C)c(=O)n2C	9	.
Cc1ccc(NC2=NC(c3ccco3)n3c(nc(C)cc3=O)N2)c(C)c1 (configuration not stated)	-2	.
COc1cccc(CCN2C(=O)C(=O)N([C@@H](CNCc3ccccc3)Cc3ccccc3F)C[C@@H]2C(C)(C)C)c1	15	.
Cc1nc2ccc(NC(=O)Cn3cnc4c3c(=O)n(C)c(=O)n4C)cc2s1	-19	.
O=c1[nH]c(CN2CCN(Cc3ccc4c(c3)OCO4)CC2)nc2sc3c(c12)CCC3	39	.
Cc1ccnc(NC(=O)c2c(O)c3ccccc3n(C)c2=O)c1	-11	.
COc1ccc(C(=O)Cn2c(N3CCOCC3)nc3ccccc32)cc1OC	18	.
Cc1ccc2nc(NC3=NCN(Cc4ccccc4)CN3)nc(C)c2c1	-5	.
COc1cc(OC)c(-c2nn3c(-c4ccncc4)nnc3s2)cc1OC	-1	.
CCOC(=O)N1CCN(Cc2nc3c(c(=O)n(C)c(=O)n3C)n2Cc2cc(C)ccc2C)CC1	4	.
COc1ccc(N2CCN(Cc3cc(=O)oc4c3ccc3ccccc34)CC2)cc1	4	.
O=C1CC(c2ccc(F)cc2)Cc2nc(N3CCc4ccccc43)ncc21 (configuration not stated)	13	.
CN(C)S(=O)(=O)c1ccc(N2CCCC2)c(C(=O)Nc2ccccc2N2CCOCC2)c1	26	.
CC1(C)Cc2c(sc(NC(=O)c3ccco3)c2C#N)C(C)(C)N1	11	16
COC(=O)C(C#N)c1nc2ccccc2nc1N1CCN(Cc2ccc3c(c2)OCO3)CC1 (configuration not stated)	20	9
CC(C)n1c(SCc2cc(=O)[nH]c3ccccc23)nc2c1c(=O)n(C)c(=O)n2C	19	6
O=C(NCCN1C(=O)C2C3C=CC(C3)C2C1=O)Nc1ccccn1 (configuration not stated)	-7	5
COc1ccc2[nH]c(C)c(CN3CCCCC3)c(=O)c2c1	35	7
